Source: PubChem
ALDH1A1 block: blocks purified human ALDH1A1 activity | P00352 | Potency, µM (doses to about 75.3 µM), inactives show at the top dose activity, negative = inhibition, actives largely listed as inhibitors | hit rate 7.3% among 220,000 | AID 1030 | Purified ALDH1A1, NADH fluorescence, propionaldehyde substrate; active = well fitted inhibition curve with a large enough effect, not every such curve was filed as active; inconclusive = small, poorly fitted or top-dose-only effect, or another doubt; inactive = no such curve, though single readings can be large or run the other way;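 also: plate controls were no enzyme wells and a reference inhibitor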
Target sequence (P00352 whole entry, looked up): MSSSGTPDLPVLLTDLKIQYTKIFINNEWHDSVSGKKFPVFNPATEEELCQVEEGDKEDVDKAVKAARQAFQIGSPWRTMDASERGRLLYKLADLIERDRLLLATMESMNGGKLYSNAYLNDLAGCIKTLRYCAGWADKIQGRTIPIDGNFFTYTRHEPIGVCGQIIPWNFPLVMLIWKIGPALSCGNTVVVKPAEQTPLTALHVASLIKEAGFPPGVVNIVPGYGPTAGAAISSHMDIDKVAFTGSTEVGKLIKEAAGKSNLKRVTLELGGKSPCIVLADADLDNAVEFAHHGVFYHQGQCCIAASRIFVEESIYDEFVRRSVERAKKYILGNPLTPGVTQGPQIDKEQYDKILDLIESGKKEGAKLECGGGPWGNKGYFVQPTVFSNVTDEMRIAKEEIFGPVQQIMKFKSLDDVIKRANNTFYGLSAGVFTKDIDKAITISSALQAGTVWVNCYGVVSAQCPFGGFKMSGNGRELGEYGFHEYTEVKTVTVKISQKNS
GLA spleen mod: inhibitors or activators of human alpha-galactosidase in spleen homogenate | P06280 | human spleen homogenate, 4MU-alpha-Gal fluorescence, 40 min | Potency, µM (series often up to 80 µM), without a hit: at the highest dose activity change, negative = inhibition, usual class: inhibitors | hit rate 0.008% among 240,000; active = well fitted inhibition curve with a large enough effect; inconclusive = small, poorly fitted or top-dose-only effect, or effect the other way;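 also: 0% = enzyme with vehicle and -100% = no enzyme basal signal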
Target sequence (P06280 32-429 limits assumed): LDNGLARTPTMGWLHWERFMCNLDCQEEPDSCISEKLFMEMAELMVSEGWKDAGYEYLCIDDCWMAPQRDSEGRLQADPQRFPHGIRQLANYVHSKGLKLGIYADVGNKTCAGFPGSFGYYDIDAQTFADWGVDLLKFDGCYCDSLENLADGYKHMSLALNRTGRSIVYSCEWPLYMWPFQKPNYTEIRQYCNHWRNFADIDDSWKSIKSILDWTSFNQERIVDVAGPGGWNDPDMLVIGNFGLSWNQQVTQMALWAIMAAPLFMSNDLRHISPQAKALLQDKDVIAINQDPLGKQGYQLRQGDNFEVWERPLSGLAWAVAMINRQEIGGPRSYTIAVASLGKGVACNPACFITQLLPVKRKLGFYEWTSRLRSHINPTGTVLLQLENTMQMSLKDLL
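Human spleen homogenate (1 ug) was the enzyme source, with 4-methylumbelliferyl-alpha-D-galactopyranoside (1 mM final) in pH 5.0 citrate buffer with 0.01% Tween-20. Compounds were titrated; after 40 min at 37C, NaOH/glycine stop, 4-MU fluorescence read; AC50 from Hill fits.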
An asterisk follows results filed as active; ? = inconclusive. Potency is read from the fitted curve at half-maximal effect. These rows are one share of the data; rates above refer to the full screens.

SMILES | ALDH1A1 block | GLA spleen mod
O=c1c(-c2ccccc2)nc2cnc(Oc3cccc(Cl)c3)nc2n1C[C@H]1CCCO1 | ? | -6%
COc1ccc(-c2nc3cnc(Nc4cccc(OC)c4)nc3n(C3CC3)c2=O)cc1 | 1% | -18%
O=c1c(CCc2ccccc2)nc2cnc(N3CCNCC3)nc2n1CCc1ccccc1 | ? | 2%
CC(C)NC(=O)N1CCCC2(CCN(C(=O)c3csnn3)CC2)C1 | 5% | 6%
CN(Cc1ccco1)c1ncncc1-c1cccnc1 | ? | 15%
c1cncc(CNc2nc(-c3cccnc3)nc3ccccc23)c1 | ? | 2%
CC(C)CN1CCC2(CC1)CCN(C(=O)c1cccn1C)CC2 | 7% | -9%
COc1cccc(Cn2c(=O)c(-c3cn(C)c4ccccc34)nc3cncnc32)c1 | 0% | 14%
O=C(c1ccncc1)N1CCC[C@@]2(CCN(Cc3cc(C(F)(F)F)cc(C(F)(F)F)c3)C2)C1 | 16% | -1%
Cc1noc(C)c1C(=O)N1CCC[C@@]2(CCN(C(=O)NC(C)C)C2)C1 | -1% | 2%
Cc1cnc(CNc2ncncc2-c2cccnc2)cn1 | 3% | 2%
FC(F)(F)c1ccccc1-c1cncnc1NCCN1CCOCC1 | 15% | -1%
N#Cc1cccc(-c2nc(NCc3cccnc3)c3ccccc3n2)c1 | ? | -12%
Cc1nc2cnc(OCc3ccccc3)nc2n(CCc2ccccc2)c1=O | ? | -28%
Cn1c(=O)c(-c2ccc(F)cc2)nc2cnc(Nc3ccccc3)nc21 | 7% | -10%
COc1ccccc1CNc1ccnc(-c2ccccc2CN(C)C)n1 | -5% | -11%
CN(C)C(=O)c1ccc(-c2nccc(-n3ccnc3)n2)cc1 | 6% | 2%
COc1ccccc1-c1nc(NCc2cccs2)c2ccccc2n1 | 3% | 0%
CCNc1ncc2nc(-c3ccccc3)c(=O)n(Cc3cccs3)c2n1 | ? | 17%
COc1ccc(CNc2ncncc2-c2cccnc2)c(OC)c1 | -7% | 7%
COc1ncc2nc(C)c(=O)n(CCC#N)c2n1 | 2% | 0%
O=C(c1ccncc1)N1CCC2(CC1)CN(Cc1cc(C(F)(F)F)cc(C(F)(F)F)c1)C2 | -12% | -11%
COc1ncc2nc(-c3cn(C)c4ccccc34)c(=O)n(C)c2n1 | ? | 12%
COc1cccc(Cn2c(=O)c(-c3ccc(Cl)cc3)nc3cncnc32)c1 | ? | -4%
CN(Cc1ccco1)c1cc(-c2cccc(C#N)c2)ncn1 | ? | 2%

16 neighbouring entries already listed:
SMILES | ALDH1A1 block | GLA spleen mod
Cc1noc(C)c1C(=O)N1CCC[C@@]2(CCN(C(=O)NC(C)C)C2)C1 | -1% | 2%
Cc1cnc(CNc2ncncc2-c2cccnc2)cn1 | 3% | 2%
FC(F)(F)c1ccccc1-c1cncnc1NCCN1CCOCC1 | 15% | -1%
N#Cc1cccc(-c2nc(NCc3cccnc3)c3ccccc3n2)c1 | ? | -12%
Cc1nc2cnc(OCc3ccccc3)nc2n(CCc2ccccc2)c1=O | ? | -28%
Cn1c(=O)c(-c2ccc(F)cc2)nc2cnc(Nc3ccccc3)nc21 | 7% | -10%
COc1ccccc1CNc1ccnc(-c2ccccc2CN(C)C)n1 | -5% | -11%
CN(C)C(=O)c1ccc(-c2nccc(-n3ccnc3)n2)cc1 | 6% | 2%
COc1ccccc1-c1nc(NCc2cccs2)c2ccccc2n1 | 3% | 0%
CCNc1ncc2nc(-c3ccccc3)c(=O)n(Cc3cccs3)c2n1 | ? | 17%
COc1ccc(CNc2ncncc2-c2cccnc2)c(OC)c1 | -7% | 7%
COc1ncc2nc(C)c(=O)n(CCC#N)c2n1 | 2% | 0%
O=C(c1ccncc1)N1CCC2(CC1)CN(Cc1cc(C(F)(F)F)cc(C(F)(F)F)c1)C2 | -12% | -11%
COc1ncc2nc(-c3cn(C)c4ccccc34)c(=O)n(C)c2n1 | ? | 12%
COc1cccc(Cn2c(=O)c(-c3ccc(Cl)cc3)nc3cncnc32)c1 | ? | -4%
CN(Cc1ccco1)c1cc(-c2cccc(C#N)c2)ncn1 | ? | 2%

Additional results:
SMILES | ALDH1A1 block | GLA spleen mod
CS(=O)(=O)N1CCC2(CC1)CN(c1ccccn1)C2 | ? | 3%
CN(C)C(=O)c1ccc(-c2ccc3ncnc(N(C)Cc4ccco4)c3c2)cc1 | ? | 16%
COc1cccc(Cn2c(=O)c(-c3cn(C)c4ccccc34)nc3cnc(N4CCNCC4)nc32)c1 | ? | 16%
CNc1ncncc1-c1ccccc1C | 10% | 13%
CC(=O)N1CCC2(CC1)CN(Cc1ccc(C#N)cc1)C2 | -3% | -7%
CN(C)c1ncc2nc(-c3ccc(F)cc3)c(=O)n(C3CC3)c2n1 | ? | 1%
COc1ccc(Oc2ncc3nc(-c4ccc(Cl)cc4)c(=O)n(C[C@H]4CCCO4)c3n2)cc1 | ? | 7%
O=C(c1cccc(F)c1)N1CCC[C@@]2(CCN(C(c3ccccc3)c3ccccc3)C2)C1 | 8.9µM* | 4%
COc1cccc(-c2cc(NCc3cnc(C)cn3)ncn2)c1 | ? | -8%
Cn1cccc1C(=O)N1CCC[C@@]2(CCN(C(=O)Nc3cccc(C#N)c3)C2)C1 | -12% | -6%
COC(=O)N1CCC2(CC1)CN(c1cccc(-c3ccccc3)c1)C2 | ? | -5%
COC(=O)N1CCC[C@@]2(CCN(c3ccccc3)C2)C1 | 0% | -5%
O=c1c(CCc2ccccc2)nc2cnc(N3CCOCC3)nc2n1C1CC1 | ? | -10%
COCCNc1ncnc2ccc(-c3ccccc3C(F)(F)F)cc12 | ? | 0%
COC(=O)N1CCC2(CCCN(Cc3nccs3)C2)CC1 | -2% | 8%
COCC(=O)N1CCC2(CC1)CN(c1ccc(-c3ccccc3)cc1)C2 | ? | 3%
N#CCCn1c(=O)c(-c2ccc(F)cc2)nc2cnc(OCc3ccccc3)nc21 | ? | -3%
COc1cccc(-c2nccc(NCc3cccs3)n2)c1 | ? | 5%
N#Cc1cccc(NC(=O)N2CC3(CCN(C(=O)c4ccco4)CC3)C2)c1 | 9.5µM* | -5%
CNc1ncnc2ccc(-c3ccc4c(c3)OCO4)cc12 | -11% | -8%
Cc1noc(C)c1-c1cc(N2CCN(C)CC2)ncn1 | ? | -4%
O=C(c1cc(C(F)(F)F)cc(C(F)(F)F)c1)N1CCC[C@@]2(CCN(Cc3ccncc3)C2)C1 | 1% | -3%
CN1CCN(c2ncc3nc(-c4cn(C)c5ccccc45)c(=O)n(CCc4ccccc4)c3n2)CC1 | 17% | 17%
Cc1nc2cnc(N(C)C)nc2n(-c2ccccc2)c1=O | ? | 21%
COc1ccc(C(=O)N2CCC3(CCN(C)CC3)CC2)cc1 | 9% | 6%

(listing goes on)
SMILES | ALDH1A1 block | GLA spleen mod
Cc1noc(C)c1C(=O)N1CCC[C@@]2(CCN(c3ccccc3)C2)C1 | -4% | 2%
CC(C)CN1CC2(CCN(C(=O)c3ccco3)CC2)C1 | 12% | -13%
COCCn1c(=O)c(-c2ccc(OC)cc2)nc2cnc(N3CCN(C)CC3)nc21 | ? | 4%
COc1ccc2[nH]cc(CCNc3ncncc3-c3c(C)noc3C)c2c1 | 2% | -18%
O=C(Oc1ccccc1)N1CCC2(CCCN(c3ccccc3)C2)CC1 | 1% | 10%
COc1ccc(C(=O)N2CCC3(CC2)CCN(c2cccc(-c4ccccc4)c2)CC3)cc1 | ? | 4%
CN(C)c1ncc2nc(CCc3ccccc3)c(=O)n(C[C@H]3CCCO3)c2n1 | ? | 18%
CN1CCN(c2ncc3nc(-c4ccc(F)cc4)c(=O)n(C4CC4)c3n2)CC1 | ? | 19%
COc1ccc(-n2c(=O)c(CCc3ccccc3)nc3cncnc32)cc1 | ? | -14%
COc1cccc(Nc2ncc3ncc(=O)n(C)c3n2)c1 | -15% | 5%
COc1ccc(NC(=O)N2CCCC3(CCN(C(=O)c4cccc(F)c4)CC3)C2)cc1 | ? | -2%
CN1CCN(c2ncncc2-c2ccc(C(=O)N(C)C)cc2)CC1 | 16% | -4%
CN1CCN(c2ncncc2-c2ccccc2Cl)CC1 | 2% | -3%
COc1ccc(NC(=O)N2CCCC3(CCN(C(=O)c4cccn4C)CC3)C2)cc1 | ? | -10%
COc1ccc(-c2nc3cnc(OC)nc3n(C3CC3)c2=O)cc1 | ? | -7%
COc1cccc(Cn2c(=O)cnc3cnc(Nc4ccccc4)nc32)c1 | 6% | 7%
CN1CCN(c2cc(-c3ccccc3Cl)ncn2)CC1 | -2% | 4%
COc1ccc(-c2nc3cnc(Nc4ccccc4)nc3n(C[C@H]3CCCO3)c2=O)cc1 | ? | -4%
COc1ccccc1CNc1ccnc(-c2cccc(NS(C)(=O)=O)c2)n1 | 1% | 2%
CC(C)CN1CC[C@@]2(CCCN(C(=O)c3cnccn3)C2)C1 | 10% | -2%
COC(=O)N1CCC2(CCCN(Cc3ccccc3OC)C2)CC1 | -10% | -8%
CCNc1ncc2ncc(=O)n(Cc3cccc(OC)c3)c2n1 | ? | ?
COc1ncc2nc(-c3ccc(F)cc3)c(=O)n(CCc3ccccc3)c2n1 | 19% | 4%
COc1ccc(C(=O)N2CCC3(CCN(Cc4nccs4)CC3)CC2)cc1 | -2% | 3%
COCC(=O)N1CCC2(CCCN(C(=O)Nc3ccccc3)C2)CC1 | 5% | -1%

(continued)
SMILES | ALDH1A1 block | GLA spleen mod
c1ccc(-c2cccc(N3CCC4(CCNCC4)CC3)c2)cc1 | ? | -2%
COc1cccc(Cn2c(=O)c(-c3cc(F)cc(F)c3)nc3cnc(OC)nc32)c1 | -10% | -4%
COc1ccc(CNc2nc(-c3ccc4c(c3)OCO4)nc3ccccc23)c(OC)c1 | 3% | 2%
CS(=O)(=O)N1CCC2(CC1)CN(c1ccc(-c3ccccc3)cc1)C2 | 12% | 2%
Cc1ccccc1-c1nc(N2CCN(C)CC2)c2ccccc2n1 | ? | 5%
COc1ccc(-n2c(=O)c(-c3ccc(Cl)cc3)nc3cnc(N4CCNCC4)nc32)cc1 | ? | -1%
FC(F)(F)c1ccccc1-c1nccc(NCc2cccs2)n1 | ? | -4%
COc1ccc(Oc2ncc3nc(C)c(=O)n(-c4ccc(OC)cc4)c3n2)cc1 | ? | 8%
COc1ccc(-n2c(=O)c(-c3cccc(C#N)c3)nc3cnc(N4CCNCC4)nc32)cc1 | -17% | 4%
CN(C)C(=O)c1ccc(-c2cncnc2N2CCNCC2)cc1 | 11% | 0%
O=C(c1cccc(F)c1)N1CCC2(CCCN(Cc3cc(C(F)(F)F)cc(C(F)(F)F)c3)C2)CC1 | -11% | 1%
O=c1c(-c2ccc(Cl)cc2)nc2cnc(N3CCOCC3)nc2n1Cc1ccc(F)cc1 | ? | 9%
Cc1noc(C)c1-c1ccc2ncnc(N3CCN(C)CC3)c2c1 | ? | -2%
CN1CCN(c2ncc3nc(-c4cn(C)c5ccccc45)c(=O)n(C)c3n2)CC1 | ? | 14%
FC(F)(F)c1ccccc1-c1cc(NCc2cccnc2)ncn1 | 12% | -2%
COCCn1c(=O)c(-c2cccc(C#N)c2)nc2cnc(N3CCN(C)CC3)nc21 | ? | 6%
COc1ccccc1-c1nc(N2CCOCC2)c2ccccc2n1 | 2% | -8%
Cc1nc2cnc(Oc3cccc(Cl)c3)nc2n(Cc2ccc(F)cc2)c1=O | ? | -6%
CN(C)c1ncc2ncc(=O)n(C[C@H]3CCCO3)c2n1 | ? | -3%
COCC(=O)N1CCC2(CC1)CN(C(=O)Nc1ccccc1)C2 | 7% | 8%
O=S(=O)(c1ccccc1)N1CCC2(CCN(c3ncccn3)CC2)CC1 | 0% | 4%
Cc1noc(C)c1-c1ccc2ncnc(N3CCC(C(=O)O)CC3)c2c1 | ? | 1%
CN(C)c1cc(-c2cccc(NS(C)(=O)=O)c2)ncn1 | ? | -2%
COCC(=O)N1CCC2(CC1)CN(c1ccccn1)C2 | ? | -2%
N#Cc1cccc(-c2nccc(NCc3cccs3)n2)c1 | -6% | 0%

Whole records, quoted from the list. Values in the order: ALDH1A1 block, GLA spleen mod
Results for `COc1ccc(-n2c(=O)c(-c3cccc(C#N)c3)nc3cnc(N4CCNCC4)nc32)cc1` = -17%, 4%
Results for `COCC(=O)N1CCC2(CC1)CN(c1ccccn1)C2` = ?, -2%

(further entries)
SMILES | ALDH1A1 block | GLA spleen mod
COc1cccc(Cn2c(=O)c(-c3cccs3)nc3cncnc32)c1 | -11% | 17%
N#CCCn1c(=O)cnc2cnc(N3CCNCC3)nc21 | ? | -3%
CN(C)C(=O)c1ccc(-c2cncnc2NCc2cccnc2)cc1 | ? | ?
Cn1c(=O)c(-c2ccc(Cl)cc2)nc2cnc(Oc3cccc(Cl)c3)nc21 | -14% | ?
COc1ccc(C(=O)N2CCC[C@@]3(CCN(C)C3)C2)cc1 | -8% | -2%
CN(C)c1ccc(-c2cncnc2NCc2cccnc2)cc1 | 10% | 3%
N#CCCn1c(=O)c(-c2cccs2)nc2cnc(Oc3ccccc3)nc21 | ? | 14%
O=C(Oc1ccccc1)N1CCC[C@@]2(CCN(c3ncccn3)C2)C1 | ? | -4%
O=S(=O)(c1ccccc1)N1CCC2(CCCN(c3cccc(-c4ccccc4)c3)C2)CC1 | ? | 0%
COc1ccccc1CN1CCCC2(CCN(C(=O)c3cc(C(F)(F)F)cc(C(F)(F)F)c3)CC2)C1 | 11% | -2%
